# Screening data from PubChem.
# Tat transport – E. coli Tat export inhibitors, primary screen, MC4100, TorA-mCherry reporter, fluorescence, single point; actives 0.036% (n = 340,000); inhibition, % at 10 µM;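 active = mean replicate inhibition at least 50% and at least half of replicates individually reaching 50%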;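 note: exported cargo escapes ClpAP degradation while cytoplasmic cargo is degraded and loses fluorescence; 0% = median of neutral control wells and 100% = median of NaSCN control wells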
# PKA-R2B act – activators of PKA-R2B holoenzyme, primary screen, biochemical, fluorescence polarization, Cy5-IP20, human. activation, % at 11.4 µM. cAMP-dependent protein kinase catalytic subunit beta (Homo sapiens) + cAMP-dependent …. AID 504700, 2011. PKA-R2B holoenzyme dissociation; R2B truncated from residue 108, S112A mutant; 0% DMSO only, 100% 113 µM cGMP. actives 0.079% (n = 340,000);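 active = activation above a cutoff set at the mean over all compounds plus 3 SD, cut at about 18% in these data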;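 note: higher means more holoenzyme dissociation and a rise in polarization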
# OPRM1-OPRD1 ag – agonists of OPRM1-OPRD1 heterodimerization, primary screen, cell-based, luminescence. cells. activation, % at 9.3 µM. actives 0.3% (n = 340,000). AID 504326, 2011; in the data active = activation above about 18%;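 note: 0% = vehicle-treated cells and 100% = reference agonist; values of inactives mirror those of a sister screen read the other way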
# Target sequence (P35372 whole entry, looked up): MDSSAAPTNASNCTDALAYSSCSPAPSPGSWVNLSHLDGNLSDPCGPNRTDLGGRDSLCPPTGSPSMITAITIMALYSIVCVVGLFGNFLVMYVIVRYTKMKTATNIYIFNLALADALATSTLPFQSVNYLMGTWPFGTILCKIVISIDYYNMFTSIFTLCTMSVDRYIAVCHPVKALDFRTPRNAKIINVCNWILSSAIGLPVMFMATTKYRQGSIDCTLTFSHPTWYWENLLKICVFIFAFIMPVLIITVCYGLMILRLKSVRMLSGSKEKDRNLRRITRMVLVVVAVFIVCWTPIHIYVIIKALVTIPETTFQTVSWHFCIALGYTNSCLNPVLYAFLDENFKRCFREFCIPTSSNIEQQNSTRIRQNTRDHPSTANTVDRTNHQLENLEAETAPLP
# Target sequence (P41143 whole entry, looked up): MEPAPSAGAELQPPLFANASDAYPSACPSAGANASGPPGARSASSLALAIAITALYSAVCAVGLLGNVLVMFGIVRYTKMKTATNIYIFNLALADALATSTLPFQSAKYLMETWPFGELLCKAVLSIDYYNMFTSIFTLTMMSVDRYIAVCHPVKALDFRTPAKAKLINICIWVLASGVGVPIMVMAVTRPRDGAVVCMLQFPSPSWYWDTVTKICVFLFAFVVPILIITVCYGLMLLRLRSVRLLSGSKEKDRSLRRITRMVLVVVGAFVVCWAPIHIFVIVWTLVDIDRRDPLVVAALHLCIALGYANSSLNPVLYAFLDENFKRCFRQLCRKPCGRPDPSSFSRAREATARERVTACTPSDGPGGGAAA
# phage Ecoli inh – growth loss of phage-infected E. coli, primary screen, RecBCD inhibitor project, absorbance, with phage, HTS; inhibition, % at 11.9 µM; AID 651602, 2012; actives 0.26% (n = 360,000); in the data active = inhibition above about 11%
# AddAB inh – growth inhibition of E. coli expressing H. pylori AddAB, primary screen, AddAB inhibitor project, absorbance; inhibition, % at 11.9 µM; actives 0.29% (n = 330,000); AID 435030, 2010; in the data active = inhibition above about 12%;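 note: 0% = vehicle wells of infected cells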
# PKA-R1A activ – activators of PKA-R1A holoenzyme, primary screen, biochemical, fluorescence polarization, Cy5-IP20, bovine R1A, mouse PKAc; PKA-R1A dissociation; scaled: DMSO 0%, 113 µM cGMP 100%; activation, % at 11.4 µM; actives 0.083% (n = 340,000); AID 504707, 2011;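 active = percent activation above the mean of all tested compounds plus 3 SD, cut at about 19% in these data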;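 note: higher means more PKAc released from R1A so a rise in polarization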
# Mot1-301 SUMO – yeast Mot1-301 growth rescue at high temperature, primary screen, SUMOylation pathway inhibitor project, S. cerevisiae, ATP luminescence, 38.5C; S. cerevisiae Mot1-301 growth rescue; percent above DMSO median, 100 means doubled; growth rescue, % at 18.8 µM; actives 1% (n = 320,000);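 active = every valid replicate shows activation above 250% relative to neutral control wells; inactive = the rest, any valid replicate at or below 250%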;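 note: OY570 slx delta 5 strain wells were the positive control but not used for scaling; some compounds called inactive have numbers as strong as hits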
# OPRM1-OPRD1 inv – inverse agonists of MOR-DOR heterodimerization, primary screen, cell-based, luminescence; Mu-type opioid receptor (Homo sapiens) + Delta-type opioid receptor (Homo sapiens), …; cell-based MOR-DOR heterodimer luminescence, inverse agonism; inhibition, % at 9.3 µM; actives 0.21% (n = 340,000); AID 504357, 2011; in the data active = inhibition above about 22%, passing the limit was not always enough;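 note: 0% = cells with DMSO and 100% = wells without cells with DMSO; values of inactives mirror those of a sister screen read the other way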
# PfHsp90 set2 – growth inhibition of PfHsp90-expressing yeast, primary screen, antimalarial PfHsp90 inhibitor project, S. cerevisiae, BacTiter-Glo luminescence, single point, set 2. inhibition, % at 9.4 µM. BacTiter-Glo ATP, 48 h; yeast lacking PDR1 and PDR3 efflux regulators. actives 0.32% (n = 310,000). AID 504621, 2011;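 active = every replicate shows inhibition above about 80%, whatever the replicate mean, limit read from the data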;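 note: 0% = DMSO neutral controls and 100% = 20 µM radicicol positive controls; yeast relying on Plasmodium falciparum Hsp90 in place of its own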
# E coli growth – E. coli V3065 growth inhibition, primary screen, counter-screen for AddAB inhibitor project, absorbance, OD600 | 18 h | actives 0.27% (n = 330,000) | inhibition, % at 11.9 µM;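 active = inhibition above the campaign's mean inhibition across all tested compounds plus 3 SD, cut at about 9.9% in these data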;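 note: uninfected addAB+ strain grown without phage in ampicillin broth; 0% = DMSO wells and 100% = ciprofloxacin 0.95 µg/ml wells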
# HTR5A inv ag – HTR5A inverse agonists in luminescence cell assay, primary screen, counter-screen for OPRM1-OPRD1 heterodimer inverse agonist project, full-deck HTS; actives 0.083% (n = 340,000); inhibition, % at 9.3 µM; HTR5A cell line, inverse agonism; 5-hydroxytryptamine receptor 5A (Homo sapiens), P47898; in the data active = inhibition mostly above about 23%, no sharp cut-off; inactive = mostly below about 18%;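 note: 0% = cells with DMSO and 100% = no-cell wells with DMSO; some compounds called inactive have numbers as strong as hits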
# Numbers without * were called inactive; . = no result given. Outcome played no part in choosing rows; 2.2% or so of the library scored in one or more.
# The first two compounds, to show the layout:
SMILES,Tat transport,PKA-R2B act,OPRM1-OPRD1 ag,phage Ecoli inh,AddAB inh,PKA-R1A activ,Mot1-301 SUMO,OPRM1-OPRD1 inv,PfHsp90 set2,E coli growth,HTR5A inv ag
CCOC(=O)c1c(NC(=O)C2CCCCC2)sc2c1CCN(CC)C2,7,13,-1.8,2.7,0.6,2,17,10,-4,-2.2,-19
CC(C)(C)c1cc(CCC(=O)NCc2ccccn2)cc(C(C)(C)C)c1O,5,-9,-1.8,-2.4,1.5,3,7,10,2,-0.3,-1

# All compounds of this part, repeating the preview:
SMILES,Tat transport,PKA-R2B act,OPRM1-OPRD1 ag,phage Ecoli inh,AddAB inh,PKA-R1A activ,Mot1-301 SUMO,OPRM1-OPRD1 inv,PfHsp90 set2,E coli growth,HTR5A inv ag
CCOC(=O)c1c(NC(=O)C2CCCCC2)sc2c1CCN(CC)C2,7,13,-1.8,2.7,0.6,2,17,10,-4,-2.2,-19
CC(C)(C)c1cc(CCC(=O)NCc2ccccn2)cc(C(C)(C)C)c1O,5,-9,-1.8,-2.4,1.5,3,7,10,2,-0.3,-1
CNC(=O)Nc1cccc(-c2ccnc(C)n2)c1,4,3,-2.4,-1.7,3.6,-7,27,13,33,-1.7,0
CN(C)/C=N/c1c(C(=O)NCc2ccccc2)nnn1Cc1ccccc1,5,5,-1.4,2.4,1.9,-4,3,7,.,0.9,-5
Cc1cc(C(=O)Nc2sc(C)c(-c3ccc(F)cc3)c2C(N)=O)no1,0,-4,2.7,2.8,0.2,-6,-5,-15,-16,1.2,18
CCC(C)NS(=O)(=O)c1ccc(NC(=O)c2cccs2)cc1 (stereo not given),-3,-5,-2.8,2.4,2.5,1,-7,13,-35,2.7,1
Nc1cccc2c1nnn2C1OC(CO)C(O)C(O)C1O (stereo not given),1,-19,0.3,-0.5,1.9,-5,463,-2,-29,-2.7,4
Cc1c(C(=O)N/N=C/c2cccs2)nc2ccccn12,-4,5,-2.0,3.2,1.3,-2,11,11,-1,0.3,-12
O=C(Nc1ccc2oc(Cc3ccc(Cl)cc3)nc2c1)c1cccnc1,-4,0,0.2,1.8,1.5,-6,-30,-1,-17,2.2,11
Cc1ccc(C)c(/C=C(\C(=O)O)c2ccc(S(=O)(=O)N3CCCCC3)s2)c1,-2,5,0.0,4.9,-0.8,0,79,0,-22,-0.7,14
CCN(CC)S(=O)(=O)c1ccc(C)c(NC(=S)Nc2cccc(S(=O)(=O)N3CCCCCC3)c2)c1,4,-14,-3.6,2.8,0.7,5,22,19,-7,0.3,16
C/C=C/c1ccc(OC(C)=O)c(OC)c1,-3,3,-0.8,0.9,2.5,6,189,5,11,-0.3,3
CCOc1cc(N2CCOCC2)c(OCC)cc1NC(=O)COC(=O)CCOc1cc(C)ccc1C,6,0,-1.1,0.3,-2.6,-8,-1,6,.,-2.2,-2
Cc1ccc2c(c1)-c1c(cnn1CC(=O)Nc1ccccc1N1CCN(C)CC1)CO2,0,-7,-1.5,3.5,0.6,-8,0,9,-19,2.1,-3
COc1ccc(O)c(/C=N/NC(=O)c2ccc(OCc3cccc(Br)c3)cc2)c1,6,-7,1.4,4.4,5.1,-1,7,-7,.,2.7,9
COc1ccc(F)cc1CN1CCN(C(=O)CCC(=O)Nc2nnc(C3CCCCC3)s2)CC1,5,-9,-1.3,0.7,4.3,0,3,7,-13,1.9,9
COc1ccc2[nH]c(C)c(CCN3C(=O)C4C5C=CC(C5)C4C3=O)c2c1 (stereo not given),3,-4,-0.9,2.9,1.8,-2,2,5,-67,-0.5,-6
C/C(=N\NC(=O)c1nc2ccccn2c1C)c1ccc2c(c1)OCO2,4,14,1.4,2.0,1.4,1,.,-7,13,-1.1,-9
O=C(CN1CCCCCC1)Nc1ccc([N+](=O)[O-])cc1Cl,10,-7,5.8,0.2,2.5,-4,10,-29,26,-0.3,-59
O=C(CCCn1c(SCC(=O)c2ccc(F)cc2)nc2ccccc2c1=O)NCc1ccccc1,5,3,0.8,1.2,2.0,-2,1,-3,-13,-1.4,-21
CN(C1CCCCC1)S(=O)(=O)c1ccc2[nH]c(=O)oc2c1,-4,-7,-1.9,1.4,1.5,-10,4,10,-14,2.1,5
C=CCN(CC=C)S(=O)(=O)c1ccc(C(=O)Nc2nnc(CSC)o2)cc1,-10,-6,-1.6,-0.3,0.2,-3,-12,8,5,-6.9,10
COc1cccc(C(=O)CSc2nnnn2C)c1,-4,-5,-2.5,2.9,-1.5,-1,-3,14,-7,-0.1,-18
CCCc1cc(-c2n[nH]c(=S)n2-c2cccc(C)c2)cs1,11,-17,4.6,1.2,3.6,-5,12,-24,-30,1.3,7
CCOc1ccc(CN(Cc2ccco2)S(=O)(=O)c2ccc(-n3cnnn3)c(OC)c2)cc1,8,2,-0.1,0.8,3.3,3,-21,1,-4,-0.9,3
Cc1ccc(-c2nc3[nH]c(=O)cc(NC(=O)c4cccs4)n3n2)cc1,22,-2,-2.7,-0.7,-2.5,-6,-3,14,14,-4.5,5
Cc1noc(C)c1CN1C(=O)NC(Cc2ccccc2)(Cc2ccccc2)C1=O,-1,12,-0.5,1.8,1.4,-4,-9,2,17,-2.6,-9
CCc1ccc(OCC(=O)NNCC(=O)Nc2ccc(OC)cc2)cc1,-3,-11,-2.4,1.1,.,3,.,13,.,.,-5
COc1cc2c(cc1NC(=O)CSc1nnc(Cc3cccs3)n1C)oc1ccccc12,-11,-15,-0.1,2.7,-1.4,-7,23,0,-3,0.2,3
COC(=O)C(OC(=O)c1ccc(OC)cc1)C(=O)OC,0,-1,-0.8,3.4,-0.3,-1,-5,4,.,-0.8,-4
Nc1cccc(NC(=O)c2ccco2)c1,-5,11,-2.1,1.3,1.7,2,-5,10,4,-1.1,15
COc1cccc(-c2nn(C)c3sc(C(=O)Nc4ccc5c(c4)OCCO5)cc23)c1,-6,-9,-0.1,.,0.7,3,0,0,-9,1.9,-18
COc1ccc(NS(=O)(=O)c2cc(NC(=O)CCSc3ccccc3)ccc2OC)cc1,-4,-5,0.9,5.1,2.5,1,-4,-5,-6,0.4,-3
CCC(Oc1ccc(Br)cc1)C(=O)N1CCN(c2ncccn2)CC1 (stereo not given),7,-8,-0.5,-0.7,-0.9,-3,22,2,-3,2.1,4
Cc1cccnc1NC(=O)CN1C(=O)NC(C)(c2ccc3ccccc3c2)C1=O (stereo not given),4,-5,-0.1,-0.2,0.2,3,-4,1,.,2.2,20
CCOc1ccc(C(=O)NC(=S)Nc2cc(C)ccn2)cc1[N+](=O)[O-],-4,3,-1.2,1.0,0.3,-4,-18,6,-9,2.8,-15
O=C(/C=C/c1ccco1)NC(=S)Nc1ccccc1N1CCOCC1,3,8,-1.2,0.3,0.5,0,-18,6,.,0.3,5
CN(C)C(C)(C)C#CC(O)(c1ccccc1)c1ccccc1,-2,4,-1.6,3.2,-0.1,-3,-2,9,8,-0.5,1
CCOc1ccc(CCN2C(=S)N([C@@H](CC(C)C)CN3CCCC3CN3C(=S)NC[C@@H]3Cc3ccc(O)cc3)C[C@@H]2Cc2ccc(O)cc2)cc1 (stereo not given in full),-4,-2,1.2,2.6,.,-4,.,-5,-25,.,9
CCOC(=O)N1CCN(C(c2cccc(OC)c2)c2sc3nc(C)nn3c2O)CC1 (stereo not given),-5,-4,-2.6,1.4,-0.3,4,-2,16,12,1.0,-13
Cc1cc([N+](=O)[O-])nn1CCCC(=O)Nc1cc(Cl)ccc1Cl,-4,-3,-1.6,2.7,-1.3,4,59,9,-5,-4.1,-13
CCN1CCN(Cc2ccc(OCc3ccccc3)c(OC)c2)CC1,5,-8,-2.2,2.4,0.4,-4,-2,13,9,2.2,-3
Cc1nn(C)c(C(=O)Nc2cccc(CN3CCOCC3)c2)c1Br,-3,-12,-0.4,4.1,5.3,-1,-22,2,-4,0.7,-4
Cc1noc(C)c1C(=O)OCC(=O)NCc1ccc(Cl)cc1,-7,-1,-3.2,-0.5,0.9,-12,7,14,-4,-2.5,5
O=C(Cc1ccc(Cl)cc1)Nc1cccnc1,-4,0,-1.2,0.3,0.5,3,6,6,17,1.0,-8
Clc1cc2nc[nH]c2cc1Cl,-8,-3,2.9,3.5,3.8,7,3,-14,-4,-2.3,-35
COc1ccc(/C=C/c2nc(C)c(-c3ccccc3)c(=O)[nH]2)cc1OC,7,11,0.8,4.3,1.6,-5,-7,-6,-27,0.8,7
CN1CCN(c2ccc(NC(=O)c3ccc4c(c3)[nH]c(=O)n4Cc3ccc(F)cc3)cc2)CC1,10,-6,-2.1,2.0,0.5,3,16,11,-1,-0.4,-41
COc1ccc(NC(=O)c2sc3nc(N4CCOCC4)c4c(c3c2N)CC(C)(C)OC4)cc1,-1,-1,-3.4,3.7,-1.3,5,67,18,-32,-1.0,18
CN(C)CCCNC(=S)Nc1ccc(Oc2ccccc2)cc1,15,9,-2.7,4.8,1.9,-6,-11,14,20,3.2,10
CCN(c1ccccc1)S(=O)(=O)c1ccc(OC)c(NC(=O)c2ccccc2OC)c1,12,-6,-4.7,2.7,.,-13,.,23,8,.,6
Cc1ccc(-n2c(-c3ccc(Cl)cc3)n[nH]c2=S)c(C)c1,-6,-6,2.4,0.7,-0.2,-10,-1,-11,-16,0.5,1
N#Cc1ncc(C(F)(F)F)cc1Oc1cccnc1,-4,-6,-1.3,3.6,3.1,-10,49,7,-2,2.5,-15
Cc1nc(N2CCN(C(=O)c3ccco3)CC2)[nH]c(=O)c1C,-2,-2,-1.0,0.8,4.7,-2,8,5,22,1.6,-39
O=C(CN1c2cccc3cccc(c23)S1(=O)=O)Nc1ccccc1,3,4,-0.6,2.7,2.4,6,-5,3,16,0.2,-2
CC(C)OP(=O)(OC(C)C)C1(O)C(=O)Nc2ccccc21 (stereo not given),13,-5,-2.3,1.5,0.2,2,-18,13,7,-1.5,-9
Cc1c(N/C=C/C(=O)c2ccc(Cl)cc2)c(=O)n(-c2ccccc2)n1C,0,-7,-0.9,-0.8,2.1,-6,14,5,-8,-0.9,-28
CCCn1c(SC2C(=O)CC(C)(C)CC2=O)nc2c1c(=O)n(C)c(=O)n2C,-2,-4,-0.8,-0.5,-0.5,-4,10,5,-25,0.6,-7
NC(=O)CC(NC(=O)Cc1ccc(Cl)cc1)c1ccc(N2CCN(c3ccccn3)CC2)c([N+](=O)[O-])c1 (stereo not given),-6,-2,-1.1,5.3,2.4,14,5,6,-9,1.5,-36
Cc1cc(C)n(-c2ccc3nnc(C)n3n2)n1,-3,0,-1.2,3.2,2.1,4,-19,6,-1,2.8,2
